TTR transcr act: TTR transcription activation, primary screen. AID 1117267. activation, % at 16.7 µM. SH-SY5Y TTR promoter Gaussia luciferase, luminescence; 100% = recombinant luciferase protein wells. hit rate 1.3% among 92,000;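 active means activation above the mean of all tested compounds plus 3 SD, cut at about 9.5% in these data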;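 further: cells exposed to compounds for one day before reading; 0% = median of all test compound wells on the plate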
The depositor's hits bear a star.

nr	canonical_smiles	TTR transcr act
1	CCCCn1c(SCC(=O)NCCc2ccc(OC)c(OC)c2)nc2c1c(=O)n(C)c(=O)n2C	-1.5
2	Cn1c(Cl)c(/C=N/OC(=O)c2ccc(Cl)cc2)c2ccccc21	8.4
3	O=C(NN=C1C2CC3CC1CC(Cl)(C3)C2)c1cccs1	-1.2
4	Cn1nc(-c2ccccc2)c(-c2nc(-c3cccc(Cl)c3)no2)c1Cl	0.0
5	O=C(CCCCn1c(=S)[nH]c2ccsc2c1=O)NCc1ccc2c(c1)OCO2	-0.2
6	CCOC(=O)/C=C/C(=O)NNC(=O)c1ccccc1Cl	4.4
7	Cc1ccc(C)c(OCC(=O)NCCN(C)C)c1	-1.6
8	CC(=O)c1ccc(NC(=O)COC(=O)c2ccc(F)cc2F)cc1	-0.9
9	COCCCN(C(=S)Nc1c(C)cc(C)cc1C)C(C)c1ccccn1 (configuration not stated)	-1.4
10	CCc1ccc2c(CSc3nnnn3C)cc(=O)oc2c1	0.2
11	Fc1ccccc1CSc1nnc(-c2cccnc2)o1	2.5
12	CCN(CC)C(=O)Cn1cc(C(=O)C(=O)N2CCN(C)CC2)c2ccccc21	-1.5
13	COc1ccccc1C(=O)NCCC(=O)NC(C)c1ccc(-n2ccnc2)cc1 (configuration not stated)	-0.9
14	Cc1cc(C)c(C#N)c(SCc2ccc(C(=O)O)cc2)n1	1.4
15	CC(C)c1ccc(OCC(=O)NNC(=S)NC(=O)c2cccs2)c(Br)c1	1.0
16	O=C(c1ccc(S(=O)(=O)c2ccc(F)cc2)c([N+](=O)[O-])c1)N1CCCCCC1	-4.2
17	O=C(NCc1ccccc1)c1ccc2nnsc2c1	-0.1
18	CCNC(=S)Nc1ccc(Cl)cc1	-0.9
19	C[C@H]1CN(S(=O)(=O)C(C)(C)C)[C@H](CCO)/C1=C\CCO	2.6
20	CO/N=C/c1cc([N+](=O)[O-])ccc1Sc1ccc(C)cc1	-0.9
21	CC(C)C[C@H](NC(=O)NCc1ccc(Cl)cc1)C(=O)O	-0.5
22	CC1Cc2ccccc2N1C(=O)COc1cccc(-n2cnnn2)c1 (configuration not stated)	-1.4
23	O=C(OCC#CCSc1nnc(-c2c[nH]c3ccccc23)o1)c1ccc(F)cc1	0.4
24	CNC(=O)c1ccc(Nc2nnc(-c3ccc(C(N)=O)cc3)c3ccccc23)cc1	1.9
25	COc1cccc(/C=N/Nc2nn3cnnc3c3ccccc23)c1O	1.9
26	CCOc1ccc(C(=O)N2CCn3c2nc2ccccc23)cc1	-0.8
27	CCC(C)NC(=O)Cn1c(=O)sc2ccccc21 (configuration not stated)	3.2
28	Cn1c(=O)cc(SCC(=O)NCC2CCCO2)c2ccc(Cl)cc21 (configuration not stated)	1.1
29	Cc1cc(C(=O)NCCCN2CCOCC2)n(-c2ccccc2)n1	17*
30	CCCCn1c(=O)c(CCC(=O)OC(C)C(=O)Nc2cccc(Cl)c2Cl)nc2ccccc21 (configuration not stated)	0.7
31	Cc1ccc(C)c(-n2ccnc2SCC(=O)Nc2cccc(S(=O)(=O)NC3=NCCC3)c2)c1	-0.2
32	CCn1c(=O)c(C(=O)Nc2ccc(C)cc2)c(O)c2ccccc21	0.3
33	COc1cc(OC)c2c(c1)O/C(=C\c1ccccc1)C2=O	2.9
34	O=C(Nc1cccc(C(F)(F)F)c1)c1cc(-c2cccs2)on1	2.2
35	CC(NC(=O)c1ccccc1NC(=O)CSc1nnnn1C)c1ccccc1 (configuration not stated)	0.9
36	COc1ccc(NC(=O)CCOc2cc(C)ccc2C)cc1S(=O)(=O)N1CCCCC1	1.8
37	COC(=O)Cn1c(=O)c2c(nc3n2CC(C)CN3Cc2ccccc2)n(C)c1=O (configuration not stated)	2.8
38	CC1=C(C(=O)N(C)C)CC(CC(=O)NCCc2ccccn2)C(=O)N1CCCN1CCCC1=O (configuration not stated)	7.6
39	O=S(=O)(c1ccccc1)[C@@]1(c2ccc(Br)cc2)C[C@@H]2ON=C(c3ccccc3)[C@@H]2C1	-3.9
40	O=C(CNC(=O)c1nc[nH]c1C(=O)NCc1ccccc1)OCc1ccccc1	-4.3
41	COc1ccc(C2/C=C\CNCC(=O)N2Cc2ccc(F)cc2)cc1 (configuration not stated)	2.6
42	COc1ccccc1CCNC(=O)C1CCN(c2nnc(C)c3c(C)n(-c4ccc(C)cc4)nc23)CC1	-2.5
43	CCOC(=O)N1CCN(c2nc(-c3cccc(OC)c3)cc(C(F)(F)F)n2)CC1	-1.2
44	CCOC(=O)c1cnc2cc(-c3ccc(C(C)(C)C)cc3)nn2c1N	-0.5
45	O=C(NCCCc1nc2ccccc2[nH]1)c1ccco1	1.6
46	C#CCN(CC(=O)OCC)S(=O)(=O)CCNC1CC1	1.6
47	COc1ccc(OC)c(C2=NS(=O)(=O)N(C)C(C(=O)NCc3cccs3)=C2)c1	3.3
48	CCCOc1ccc(N2C(=O)CC(N(CCc3ccc(OC)cc3)C(=O)c3ccccc3)C2=O)cc1 (configuration not stated)	-3.2
49	CCOC(=O)c1cc(-c2nnc(-c3cc(OC)c(OC)c(OC)c3)o2)c(C)nc1C	-0.8
50	Cc1cc(C)c2cc(CN(CCO)C(=O)NC3CCCCC3)c(=O)[nH]c2c1	-0.1

3 entries from above, arranged by the value under TTR transcr act, low to high.
nr	canonical_smiles	TTR transcr act
32	CCn1c(=O)c(C(=O)Nc2ccc(C)cc2)c(O)c2ccccc21	0.3
35	CC(NC(=O)c1ccccc1NC(=O)CSc1nnnn1C)c1ccccc1 (configuration not stated)	0.9
27	CCC(C)NC(=O)Cn1c(=O)sc2ccccc21 (configuration not stated)	3.2

Continuation.
nr	canonical_smiles	TTR transcr act
51	CCN(CC)c1ccc(S(=O)(=O)N2CCOCC2)cc1NC(=O)CN1CCc2ccccc2C1	-2.9
52	COc1ccc(S(=O)(=O)Nc2ccc(S(=O)(=O)N3CCOCC3)cc2)cc1	-1.2
53	COc1ccc(-n2c(=O)[nH]cc(C(=O)Nc3ccc4c(c3)OCCO4)c2=O)cc1	3.6
54	COc1ccc(NC(=O)C2CC(c3c(F)cccc3Cl)=NO2)cc1OC (configuration not stated)	-1.4
55	COc1ccc(Cn2c(=O)[nH]c3cc(C(=O)NCCCOC(C)C)ccc3c2=O)cc1	-1.0
56	Cc1occc1C(=O)Nc1cccc(Cl)c1Cl	1.6
57	Cc1ccn2c(Nc3ccccc3C)c(-c3ccncc3)nc2c1	1.6
58	O=C(COC(=O)c1cccc(C(=O)OCC(=O)c2ccc(Br)cc2)n1)c1ccc(Br)cc1	1.8
59	NC(=O)c1cc(-c2csc(-c3cccnc3)n2)ccc1O	-1.7
60	CCOC(=O)c1c(C)[nH]c(C)c1C(=O)COC(=O)c1cccnc1Cl	2.8
61	O=C(Cn1c(=O)n2ncnc2c2c3c(sc21)CCCC3)c1ccccc1	5.6
62	COC(=O)CCn1c(C)cc(C(=O)COc2ccccc2C(N)=O)c1C	-3.1
63	CCC1CCCCN1CCCNC(=O)c1ccc(/C=C2/Sc3ccccc3NC2=O)cc1 (configuration not stated)	-0.9
64	Cc1cccc(S(=O)(=O)c2c(N)n(Cc3ccco3)c3nc4ccccc4nc23)c1	1.0
65	CCOC(=O)c1ccc(NC(=O)CCNS(=O)(=O)c2cccs2)cc1	0.9
66	CC1(C(=O)O)CCCN1C(=O)c1ccccc1OC(F)(F)F (configuration not stated)	-0.6
67	Cc1cc(C(=O)CSc2nnc(-c3ccc(F)cc3)o2)c(C)n1CC1COc2ccccc2O1 (configuration not stated)	-1.1
68	COc1ccc(NC(=O)CSc2nnc(-c3ccccn3)n2N)cc1Cl	2.5
69	COc1ccc(NC(=O)c2sc3nc(N4CCOCC4)c4c(c3c2N)CCCC4)c(OC)c1	7.3
70	Cc1ccc(-n2cccn2)c(CN2CCCC(C(=O)c3sccc3C)C2)c1 (configuration not stated)	-1.7
71	O=S1(=O)C[C@@H](N2CCN(c3ccccc3)CC2)[C@H](COCc2ccccc2)N1	1.8
72	ON=Cc1ccnc2ccccc12	5.6
73	C[C@H]1CN([C@@H](C)CO)C(=O)CCCn2cc(nn2)CO[C@@H]1CN(C)S(=O)(=O)c1cccs1	0.3
74	Cc1scc(C(=O)N2CCN(c3ccc(Cl)cc3)CC2)c1C	-2.0
75	Cn1c(=O)c2c(nc(CN3CCOCC3)n2CCCO)n(C)c1=O	0.3

Reprinted at random: five entries already listed.
nr	canonical_smiles	TTR transcr act
59	NC(=O)c1cc(-c2csc(-c3cccnc3)n2)ccc1O	-1.7
70	Cc1ccc(-n2cccn2)c(CN2CCCC(C(=O)c3sccc3C)C2)c1 (configuration not stated)	-1.7
53	COc1ccc(-n2c(=O)[nH]cc(C(=O)Nc3ccc4c(c3)OCCO4)c2=O)cc1	3.6
54	COc1ccc(NC(=O)C2CC(c3c(F)cccc3Cl)=NO2)cc1OC (configuration not stated)	-1.4
65	CCOC(=O)c1ccc(NC(=O)CCNS(=O)(=O)c2cccs2)cc1	0.9

The list continues.
nr	canonical_smiles	TTR transcr act
76	CCCC(=O)Oc1ccc(C2NC(=O)c3ccccc3O2)cc1 (configuration not stated)	-0.3
77	C=CCNC(=S)Nc1ccccc1	0.6
78	COc1cc(NC(=O)c2cc(-c3ccc(F)cc3OC(C)C)n[nH]2)cc(OC)c1OC	-0.6
79	CC(=O)CSc1nnc(-c2ccc(S(=O)(=O)N3CCC(C)CC3)cc2)o1	0.1
80	O=C(NC1CC1)c1cc(-c2ccccn2)nc2ccccc12	-1.6
81	CCOC(=O)c1cc(NC(=O)c2ccoc2C)cc(C(=O)OCC)c1	-1.7
82	CC(C)CC(c1nnnn1Cc1cccs1)N1CCN(c2nc3ccccc3s2)CC1 (configuration not stated)	-0.2
83	CCNc1nc(SCC(=O)Nc2ccc(Cl)c(Cl)c2)nc(N(C)C)n1	-1.0
84	CC(C)(C)NC(=O)C(c1ccc(C(F)(F)F)cc1)n1c(=O)c(-c2ccccc2)nc2ccccc21 (configuration not stated)	8.6
85	COc1ccc(CNC(=O)OC2CC3CC2[C@H]2CCCCN2C3)cc1 (some centres not stated)	-0.6
86	CCOC(=O)CN1C(=O)S/C(=C\c2ccc(-c3cccc(C(=O)O)c3C)o2)C1=O	-0.6
87	COc1ccc(C2CC(=O)Nc3ccccc3S2(=O)=O)cc1OC (configuration not stated)	-4.0
88	CCOc1ccc(OCc2cccc(C(=O)N/N=C/c3cccnc3)c2)cc1	3.9
89	CCOc1ccc(C(C)C)cc1S(=O)(=O)N1CCOCC1	2.1
90	CC(C)Cn1cnc2c1c(=O)n(CC(=O)N(C)C)c(=O)n2Cc1ccccc1	-0.1
91	COc1ccc(-c2c[n+](CC(=O)c3cccs3)c3n2CCC3)cc1	0.6
92	COC(=O)C1=C(C)N(CCCC(=O)O)C(=O)NC1c1ccc(-c2ccccc2)cc1 (configuration not stated)	0.2
93	CCOC(=O)[C@@H]1[C@H]2COc3cc(OC)ccc3[C@@H]2N2C(=O)N(c3cccc(C)c3)C(=O)[C@]12C	-1.9
94	COc1ccc(NC(=S)c2ccncc2)cc1	1.2
95	CC(C)C[C@@H](COc1ccccc1)N1CCN(C)CCC1=O	3.1
96	Cn1c(=O)n(C)c2cc(CNC(=O)[C@H]3O[C@@H](n4cnc5c(N)ncnc54)[C@H](O)[C@@H]3O)ccc21	5.3
97	CCN(CC(=O)NCc1ccc(F)cc1)C(=O)/C=C/c1cccs1	0.3
98	COc1ccccc1C1C(C#N)=C(N)Oc2c1oc(CO)cc2=O (configuration not stated)	2.8
99	CC(C)(C)OC(=O)NCC(=O)NNC(=O)C(C(=O)OCc1ccccc1)c1ccccc1 (configuration not stated)	1.1
100	COc1ccc(O)c(C=Nc2cc(NC(C)=O)c(Cl)cc2Cl)c1	0.8
101	O=C(CSCc1ccccc1)Nc1cc([N+](=O)[O-])ccc1F	-0.5
102	Cc1ccc(C)c(C(=O)COC(=O)c2ccccc2N2C(=O)C3C4CCC(C4)C3C2=O)c1 (configuration not stated)	-0.9
103	Cc1nc(NC(=S)Nc2ccccc2)sc1C	0.1
104	O=[N+]([O-])c1ccc(CSc2nnc(-c3cccnc3)o2)cc1	1.5
105	O=C(NCc1ccccc1)C(c1cc2ccccc2o1)n1c(=O)c(-c2cc3ccccc3[nH]2)nc2ccccc21 (configuration not stated)	-2.4
106	COc1cccc(OCCCn2cc(/C=C3/C(=N)N4C=C(C)SC4=NC3=O)c3ccccc32)c1	-1.0
107	CC1CC1c1ccc(/C=C(\C#N)C(=O)Nc2cccc(Cl)c2Cl)o1 (configuration not stated)	-1.6
108	C[C@@H](OC(=O)N(C)Cc1ccccc1)[C@H]1O[C@]2(C)CCCC[C@H]1O2	5.3
109	FC(F)Oc1ccccc1NC(=S)Nc1cccnc1	-0.3
110	Cn1c(=O)n(CC(=O)NC2CCCCC2)c(=O)c2ccccc21	1.7
111	O=C(NCc1ccccc1)OC1CCC12CCC(c1ccccc1)CC2 (configuration not stated)	1.3
112	Cc1ccc(C(C)NC(=O)c2c(-c3ccccc3)noc2C)cc1C (configuration not stated)	3.2
113	CCCCc1ccc(NC(=O)CSCc2cc(=O)[nH][nH]2)cc1	0.2
114	CC(=O)N1N=C(c2ccc(C)cc2)OC1c1ccc(C)cc1 (configuration not stated)	-1.2
115	COCCNc1cc(C)nc2c(-c3ccccc3OC)c(C)nn12	0.4
116	Cc1nonc1CN(C)C(=O)c1ccc(OC2CCN(C(=O)c3cccnc3)CC2)cc1	0.2
117	CCn1nc(C)c(Br)c1-c1nc(CS(=O)(=O)c2ccsc2)no1	-1.5
118	O=C1COc2ccc(C(=O)COC(=O)c3cnc(Cl)c(Cl)c3)cc2N1	-0.5
119	Cc1cc(C)cc(NC(=O)C2CC3CCC2C3)c1 (configuration not stated)	-0.6
120	CCCCc1cc(=O)oc2cc(C)cc(OCc3nn[nH]n3)c12	23*
121	Nc1nc(-c2ccc([N+](=O)[O-])cc2)c(C(=O)Nc2ccc(Cl)cc2)s1	-0.1
122	CCN(c1ccccc1)c1ncnc2c1cnn2-c1ccccc1	-2.3

Source: PubChem (The Scripps Research Institute Molecular Screening Center)

An excerpt. The share of hits here may be higher or lower than overall.
